# Compound activity (PubChem BioAssay)
# AmpC inh no detg: AmpC beta-lactamase inhibition without detergent; AmpC nitrocefin hydrolysis, absorbance 480 nm, 0.0001% Triton; Potency, µM (doses to about 57.1 µM), inactives show at the highest dose activity change, negative = inhibition, hits mostly inhibitors; hit rate 0.52% among 330,000; AID 485341;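 also: potency is read from the fitted curve at half-maximal effect; plate controls were no compound for no effect and no enzyme for full effect; nearly all actives have a fitted effect of over 20% in size; some results filed as inactive show a strong effect at the top dose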
# Target sequence (P00811 whole entry, looked up): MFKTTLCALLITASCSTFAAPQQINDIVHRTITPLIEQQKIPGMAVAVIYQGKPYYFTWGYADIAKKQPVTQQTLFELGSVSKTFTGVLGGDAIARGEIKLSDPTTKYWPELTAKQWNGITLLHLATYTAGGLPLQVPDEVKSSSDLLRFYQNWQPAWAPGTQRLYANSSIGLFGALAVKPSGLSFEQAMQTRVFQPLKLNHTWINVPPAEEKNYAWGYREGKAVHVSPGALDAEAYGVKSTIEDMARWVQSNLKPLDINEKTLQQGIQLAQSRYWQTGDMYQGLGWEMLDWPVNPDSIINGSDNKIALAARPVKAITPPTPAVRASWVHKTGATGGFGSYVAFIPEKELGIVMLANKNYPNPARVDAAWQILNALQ
#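 20 mM phosphate pH 7.0 + 0.01% (detergent screen) or 0.0001% Triton X-100; 5.3 nM AmpC reagent; cpd preinc 15 min RT; nitrocefin (800 uM stock) to start; A480 q20 s × 4 min; Activity was normalised to no-enzyme and no-compound control wells.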
# AMA1-RON2 inh: disrupts binding of P. falciparum AMA1 to RON2; AlphaScreen AMA1-biotinylated RON2 peptide binding; Potency, µM (doses to about 58.2 µM), inactives show at the highest dose activity change, negative = inhibition, actives largely listed as inhibitors; hit rate 0.2% among 360,000; AID 720542;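 also: potency is read from the fitted curve at half-maximal effect; 0% = vehicle wells and -100% = peptide control; nearly all actives have a fitted effect of over 45% in size; some results filed as inactive show a strong effect at the top dose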
#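 AMA1 (3D7) with his tag at 25 nM final met compounds first, then biotinylated RON2 peptide at 25 nM; detection used donor plus acceptor beads, 10 µg/mL apiece, read by AlphaScreen after 30 min at room temperature.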
# HCMV inh: inhibitors of human cytomegalovirus; HFF cells, HCMV-luciferase reporter, 72 h; stronger effect = lower value; activity change, negative = inhibition, % at 57.5 µM; hit rate 4.5% among 410,000; in the data active = activity change below about -60%; inconclusive = no clear call, values can overlap the other calls; inactive = above about -39%
#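 Inhibition of viral replication was scored as loss of reporter luminescence in HFFs infected with HCMV-luciferase (MOI 1 PFU/cell) for 72 h; compounds tested at 2 doses, normalized to buffer and Salinomycin controls.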
# Tb PYK inh: blocks Trypanosoma brucei pyruvate kinase; Q57TT1; TbPYK enzyme, Kinase-Glo Plus ATP luminescence, 45 min; Potency, µM (titrated, usually from 76.8 µM), for the others: at the highest dose activity, negative = inhibition, actives largely listed as inhibitors; hit rate 0.12% among 410,000; also: potency is read from the fitted curve at half-maximal effect; nearly all actives have a fitted effect of over 50% in size
#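 Luminescent Kinase-Glo Plus end-point after 45 min room-temperature reaction of T. brucei pyruvate kinase started with 130 uM ADP (final). Buffer TEA 50 mM pH 7.2 with KCl, MgCl2, BSA, Tween-20; titration-based qHTS with fitted concentration-effect curves.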
# Sm TGR inh: blocks Schistosoma mansoni thioredoxin glutathione reductase. Potency, µM (titrated, usually from 114 µM), for the others: top-dose activity change, negative = inhibition, most hits filed as inhibitors. hit rate 3% among 360,000. purified TGR, DTNB reduction, TNB absorbance 405 nm; also: potency is read from the fitted curve at half-maximal effect; nearly all actives have a fitted effect of over 60% in size
#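 TGR 20 nM + NADPH 100 uM (dispensed conc.), cpd preinc 15 min RT; start with NADPH (500 uM addition) then DTNB (15 mM addition). Kinetic TNB absorbance, 405 nm filter. Four-parameter Hill fit across titration.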
# AmpC inh detg: blocks E. coli AmpC beta-lactamase in detergent assay; P00811; AmpC hydrolysis of nitrocefin, absorbance 480 nm, 0.01% Triton; Potency, µM (titrated, usually from 114 µM), for inactives: at the top dose activity change, negative = inhibition, usual class: inhibitors; hit rate 0.041% among 370,000; AID 485294;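 also: potency is read from the fitted curve at half-maximal effect; 0% = no-compound wells and -100% = no-enzyme wells; nearly all actives have a fitted effect of over 25% in size; some results filed as inactive show a strong effect at the top dose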
#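 AmpC (5.3 nM in the dispensed reagent) in 20 mM phosphate pH 7.0 with 0.01% (detergent screen) or 0.0001% Triton X-100 was preincubated with compounds for 15 min at room temperature. Nitrocefin was then added from an 800 uM solution, and hydrolysis was followed at 480 nm.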
# LmPK inhibitor: LmPK (Leishmania mexicana) enzyme inhibition. Potency, µM (titrated, usually from 57.5 µM), for inactives: at the highest dose activity change, negative = inhibition, usual class: inhibitors. purified LmPK, Kinase-Glo ATP luminescence, 1 h. Q27686. hit rate 0.37% among 290,000; also: potency is read from the fitted curve at half-maximal effect
# Target sequence (Q27686 whole entry, looked up): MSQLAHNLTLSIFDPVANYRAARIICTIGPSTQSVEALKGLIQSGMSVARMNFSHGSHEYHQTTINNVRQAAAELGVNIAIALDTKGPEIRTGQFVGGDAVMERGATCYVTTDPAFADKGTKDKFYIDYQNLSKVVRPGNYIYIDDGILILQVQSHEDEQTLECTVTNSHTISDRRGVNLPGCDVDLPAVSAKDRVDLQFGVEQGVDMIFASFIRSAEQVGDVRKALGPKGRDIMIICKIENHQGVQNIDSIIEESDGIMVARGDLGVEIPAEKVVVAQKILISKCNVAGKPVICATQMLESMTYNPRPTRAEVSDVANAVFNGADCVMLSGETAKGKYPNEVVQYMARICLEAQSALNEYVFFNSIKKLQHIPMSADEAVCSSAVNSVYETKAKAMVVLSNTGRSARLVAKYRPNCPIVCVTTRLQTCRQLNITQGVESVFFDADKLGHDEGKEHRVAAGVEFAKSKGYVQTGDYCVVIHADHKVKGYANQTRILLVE
#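 qHTS format; LmPK 0.1 nM; substrates PEP 0.5 mM and ADP 0.1 mM. One-hour room-temperature incubation, then coupled luciferase luminescence; 0.5 nM enzyme wells mark activation.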
# The depositor's hits bear a star; u = inconclusive; x = no result given; & = joins results of further samples; [ ] = another dose, or the depositor's remark. Unless noted, calls follow the shape of the dose curve; as a rule, active = well fitted curve in the direction sought with a large enough effect; inconclusive = small, poorly fitted or top-dose-only effect, or another doubt; inactive = no such curve, though single readings can be large; an effect the other way counts as inactive or inconclusive. Unless noted, % is scaled to controls: 0 for no effect and ±100 for the full control effect.
SMILES,AmpC inh no detg,AMA1-RON2 inh,HCMV inh,Tb PYK inh,Sm TGR inh,AmpC inh detg,LmPK inhibitor
C[C@@]12C(=O)Nc3ccccc3C(=O)N1[C@H]1c3cc(Br)ccc3OC[C@@H]1[C@@H]2c1ccccc1,-23.3%,1.2%,u,1.0%,-12.3%,-1.0%,x
Cc1cc2nc(C3CCN(Cc4nnnn4Cc4cccs4)CC3)[nH]c2cc1C,0.4%,-11.3%,18.7,-15.1%,-20.7%,-11.0%,-8.8%
C=CCn1cccc(C(=O)Nc2ccc(OC)cc2OC)c1=O,-3.8%,-5.9%,12.8,2.4%,-4.0%,-12.5%,-0.2%
COc1ccc(C(=O)Oc2cc(C(=S)N3CCOCC3)ccc2OC)cc1,19.9%,u,9.8,-8.1%,-8.2%,u,1.7%
CCCC(=O)N1CCC(CCC(=O)NC2CC2)CC1,2.2%,-2.0%,-22.7,2.7%,0.7%,0.4%,4.6%
CCc1nc2c(OCCC3CCCCC3)cccn2c1N(C)C(=O)c1cccs1,x,-28.3%,-16.0,1.9%,x,x,x
O=C1/C(=C/c2ccc([N+](=O)[O-])cc2)Oc2cc(O)ccc21,-32.6%,-0.5%,-89.1*,4.3%,-1.5%,2.3%,-6.9%
O=C(Nc1ccccc1F)C1CCCN(S(=O)(=O)c2cccc3cccnc23)C1 (stereo not given),-18.0%,8.5%,5.3,3.8%,5.6%,-2.5%,3.8%
CNC(C)C(=O)NC(C(=O)NC(C(=O)Nc1cccc2ccccc12)C(C)C)C(C)C (stereo not given),x,0.0%,-23.6,-16.8%,x,x,x
O=C(CSC(=S)N1CCCCC1)N1N=CCC1c1ccccc1 (stereo not given),17.0%,-2.0%,-2.3,3.9%,-1.6%,-3.0%,1.8%

# A second format for some results above:
SMILES | AmpC inh no detg | AMA1-RON2 inh | HCMV inh | Tb PYK inh | Sm TGR inh | AmpC inh detg | LmPK inhibitor
C[C@@]12C(=O)Nc3ccccc3C(=O)N1[C@H]1c3cc(Br)ccc3OC[C@@H]1[C@@H]2c1ccccc1 | -23.3% | 1.2% | u | 1.0% | -12.3% | -1.0% | x
Cc1cc2nc(C3CCN(Cc4nnnn4Cc4cccs4)CC3)[nH]c2cc1C | 0.4% | -11.3% | 18.7 | -15.1% | -20.7% | -11.0% | -8.8%
C=CCn1cccc(C(=O)Nc2ccc(OC)cc2OC)c1=O | -3.8% | -5.9% | 12.8 | 2.4% | -4.0% | -12.5% | -0.2%
COc1ccc(C(=O)Oc2cc(C(=S)N3CCOCC3)ccc2OC)cc1 | 19.9% | u | 9.8 | -8.1% | -8.2% | u | 1.7%
CCCC(=O)N1CCC(CCC(=O)NC2CC2)CC1 | 2.2% | -2.0% | -22.7 | 2.7% | 0.7% | 0.4% | 4.6%

# Following part
SMILES,AmpC inh no detg,AMA1-RON2 inh,HCMV inh,Tb PYK inh,Sm TGR inh,AmpC inh detg,LmPK inhibitor
CCOC(=O)[C@@H]1[C@H]2COc3cc(OC)ccc3[C@H]2N2C(=O)N(c3ccc(F)cc3)C(=O)[C@]12C,83.2%[activator],-1.6%,x,4.0%,6.4%,10.5%,4.2%
Cc1nc(SCC(=O)Nc2nnc(C(C)C)s2)n[nH]1,-7.6%,-1.9%,-11.9,-2.7%,-0.6%,u,1.8%
CCOC(=O)C1=C(C)NC(C)=C(C(=O)OCC)C1C(=O)O,0.3%,8.9%,6.3,0.9%,-6.2%,u,3.1%
CCN(c1ccc(C(=O)CSc2nnc(C3CC3)n2C2CC2)cc1)S(C)(=O)=O,35.2%,-4.3%,-22.9,-3.0%,-10.1%,1.3%,x
Nc1ccccc1C(=O)OC1CSC1,-19.7%,-1.3%,-34.5,4.8%,-0.6%,-0.7%,4.8%
CCCCNC(=O)Nc1nc(SCC(=O)OCC)n[nH]1,-11.5%,-0.7%,-27.3,-5.2%,10.3%,0.6%,2.9%
Cc1ccc(-c2cn(-c3ccccc3)c(=S)[nH]2)cc1C,-45.6%,37.4%[activator],53.7,-33.6%,-12.0%,-5.7%,-4.8%
O=S(=O)(c1ccccc1)N1CCN(C(=S)Nc2ccccc2)CC1,-5.7%,-6.3%,-11.1,9.1%,2.5%,3.9%,1.1%
CC#CCC(CC#CC)c1nc2ccccc2c(=O)n1N,-10.3%,-2.8%,-14.3,-0.3%,-12.4%,-3.8%,1.2%
COc1ccc(OC)c(C2CC(=O)N3CN(c4ccccc4F)CSC3=C2C#N)c1 (stereo not given),-44.4%,0.0%,5.9,u,15.8µM*,-4.1%,-9.4%
COC(=O)c1c(-c2ccccc2)csc1N,x,-17.9%,-16.2,-7.1%,0.4%,3.7%,1.8%
CCOC(=O)OC(C)OC(=O)[C@@H]1N2C(=O)[C@@H](NC(=O)[C@H](N)c3ccccc3)[C@H]2SC1(C)C (stereo not given in full),4.5%,101.9%[activator],38.2,0.2%,-20.6%,-10.2%,x
CN(C)c1ccc(C(=O)OCC#CCSc2nnc(-c3cccc4ccccc34)o2)cc1,-27.1%&4.2%,x,-10.4,3.9%,-19.0%,-6.1%,x
Cc1cccc(CCNc2ncnc3onc(-c4ccc(Cl)cc4)c23)c1,x,x,-35.6,-8.1%,-3.7%,-14.6%,x
C=C(C)C(=O)Nc1cccc(C2=NOC3(C2)C[C@@H](C(N)=O)N(C(=O)c2ccc(OC)cc2)C3)c1 (stereo not given in full),23.0%,42.4%[activator],x,-2.4%,-9.8%,-3.0%,-3.0%
CC(=O)Nc1ccc(S(=O)(=O)NCc2nc(-c3ccccc3C)no2)cc1,-14.4%,7.2%,u,6.0%,-1.3%,3.9%,-2.5%
CC1CCc2c(sc3c2C2=NS(=O)(=O)CCN2C=N3)C1 (stereo not given),-14.0%,39.0%[activator],1.6,2.1%,0.8%,-8.5%,2.6%
Cc1nnsc1C(=O)Nc1cccc(Cl)c1,-22.9%,2.5%,-31.4,-5.1%,7.0%,2.6%,-0.1%[11.5 µM]
Cc1ccc(CNC(=O)CCC(=O)Nc2nnc(C)s2)cc1,1.0%,-3.5%,0.0,-1.3%,-9.4%,3.3%,-0.7%
COCCN1CCN(C(=O)c2ccc3nc(Cc4ccccc4F)oc3c2)CC1,49.4%,-3.9%,7.0,-2.1%,5.0%,8.8%,2.8%
S=c1[nH]nc(-c2ccc3ccccc3n2)n1-c1ccc(Cl)cc1,-36.4%,48.6%[activator],-28.2,-22.4%,5.5%,u,-29.0%
CC(=O)c1c(C)[nH]c(C(=O)CSc2nnc(CN3CCCCCC3=O)n2-c2ccccn2)c1C,27.0%,2.4%,-18.9,-13.2%,0.0%,-16.9%,-4.3%
COC(=O)c1ccc2nc(-c3ccccc3)c(Cc3ccccc3C(F)(F)F)n2c1,x,11.5%,54.2,-0.7%,x,x,x
Cc1cccc(OCC(=O)NS(=O)(=O)c2ccc(Br)cc2)c1,0.2%,-2.5%,-16.4,-9.8%,-20.7%,2.2%,-7.4%
CC(Oc1cc(F)ccc1[N+](=O)[O-])C(=O)N(C)CC(=O)Nc1ccccc1C(F)(F)F (stereo not given),-2.4%,-11.1%,-2.1,-3.6%,-13.3%,-0.7%,2.7%
COC(=O)c1ccc2nc(-c3ccc(C)cc3)c(CC3CCCCC3)n2c1,x,7.3%,16.8,2.3%,x,x,x
O=C(COc1ccc2ccc(=O)oc2c1)Nc1cc([N+](=O)[O-])ccc1F,-18.8%,-28.1%,-17.5,2.1%,6.0%,-9.1%,x
COc1cc(C(=O)N2CCCC(c3cc(C(=O)NCc4ccccc4)no3)C2)cc(OC)c1C (stereo not given),x,-5.2%,-10.9,-6.9%,x,x,x
O=C(NCC1CCCO1)C(c1ccco1)N(Cc1ccc(F)cc1)C(=O)CN1C(=O)c2ccccc2S1(=O)=O (stereo not given),150.8%[activator],-10.9%,-11.9,-1.6%,3.0%,u,10.2%
CCOC(=O)c1oc2ccccc2c1CN1CCN(C(=O)c2ccccc2)CC1,104.7%[activator],0.8%,2.6,-6.1%,-15.5%,u,-4.4%
O=C(CSc1nc2ncccc2[nH]1)Nc1ccc2c(c1)OCO2,-32.2%,-4.6%,16.7,-3.6%,-20.2%,1.1%,4.9%
Cc1ccc(NC(=O)c2cc(S(=O)(=O)N3CCc4ccccc43)cn2C)c(Cl)c1,x,x,-60.7*,1.1%,-8.7%,-1.3%,x
COCCn1c(Sc2ccccc2)nc2c1c(=O)[nH]c(=O)n2C,-4.1%,3.2%,-24.1,-2.6%,-2.3%,-9.1%,-7.6%
O=C(O)C1CC=C(Cl)CC1C(=O)NCC1OCCc2ccccc21 (stereo not given),-10.5%,0.4%,-13.0,-8.7%,1.3%,4.3%,-0.7%
O=C(O)Cc1sc(NCc2ccco2)nc1-c1ccccc1,-11.3%,2.1%,0.0,2.2%,u,-6.8%,5.6%
CN1C(=O)CC(=O)N(C)c2cc(S(=O)(=O)N(C)Cc3ccccc3)ccc21,-24.4%,-2.4%,-33.9&11.6,-24.3%&-17.4%,-18.7%&-11.2%,-5.1%&0.7%,3.6%
Cc1ccccc1NC(=O)COC(=O)COc1ccc2ccc(=O)oc2c1,x,-0.9%,-17.4,10.2%,x,x,x
CC(=O)/C(=N/Nc1ccc([N+](=O)[O-])cc1)N1CCCc2ccccc21,-12.4%,2.2%,3.6,1.2%,u,1.5%,7.5%
CC(C)COC(=O)N1CCCC1C(=O)O (stereo not given),-14.6%,-1.8%,6.9,3.4%,-15.1%,0.1%,-5.2%
COC(=O)c1cc2oc3ccccc3c2n1Cc1nc(-c2cccc(C)c2)oc1C,x,x,14.8,-4.9%,1.2%,7.5%,x
CCN(Cc1ccccc1)C(=O)COC(=O)c1cc(S(=O)(=O)Nc2ccccc2OC)ccc1O,-11.2%,-1.9%,-8.6,-7.6%,x,x,x
Cc1cc(S(=O)(=O)N2CCOCC2)ccc1F,-55.3%,0.0%,1.0,-1.4%,-2.4%,-4.5%,0.3%
